# From PubChem BioAssay
# GRIN3A LBD mod – NR3A (human) ligand-binding domain modulation; NR3A LBD differential scanning fluorimetry, Tm shift; 0% = protein alone, 100% = glycine-bound protein; Tm shift relative to glycine control, % at 25 µM; 340,000 compounds, 2.5% hits; AID 1259313;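 active = melting temperature shift of at least 10% of the positive control shift, at one fixed dose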
# Gli-Sufu block – antagonists of Gli-Sufu signaling | 340,000 compounds, 0.74% hits | inhibition, % at 5 µM | Sufu-KO-LIGHT fibroblasts, Gli luciferase reporter luminescence;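 active = inhibition above about 55%, limit read from the data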;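 note: 0% = DMSO-treated cells and 100% = wells with medium but no cells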
# APOBEC3A inh – inhibitors of human APOBEC3A DNA deaminase; P31941; recombinant A3A, FAM/TAMRA ssDNA deamination fluorescence; inhibition, % at 20 µM; 330,000 compounds, 0.41% hits; AID 493011;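 active = at least 40% inhibition at 20 µM here, with at most 30% in a related deaminase screen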;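 note: plate controls were A3A with DMSO for no effect and wells lacking A3A enzyme for full effect; some results filed as inactive read as strong as hits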
# Target sequence (P31941 whole entry, looked up): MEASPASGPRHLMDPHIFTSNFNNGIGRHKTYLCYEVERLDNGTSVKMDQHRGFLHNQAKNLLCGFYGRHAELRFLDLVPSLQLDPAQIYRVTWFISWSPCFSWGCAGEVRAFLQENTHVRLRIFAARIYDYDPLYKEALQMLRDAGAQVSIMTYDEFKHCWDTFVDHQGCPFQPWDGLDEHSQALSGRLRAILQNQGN
# MPTP block – blocks calcium-induced mitochondrial swelling; inhibition, % at 10 µM; isolated mouse mitochondria, Ca2+ swelling absorbance, 30 min; 360,000 compounds, 1.4% hits;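 active = inhibition of 50% or more, scaled per plate between neutral and stimulator controls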;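 note: 0% = DMSO wells given calcium and 100% = 1 mM EGTA wells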
# EBI2 antag – antagonists of human EBI2 receptor; P32249; EBI2 beta-arrestin recruitment, luminescence, 7a,25-OHC stimulated; inhibition, % at 5 µM; 360,000 compounds, 0.81% hits; in the data active = inhibition above about 38%;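 note: enzyme fragment complementation signal reports receptor beta-arrestin coupling in cells; 0% = agonist plus DMSO wells and 100% = wells without agonist; some results beyond the cut were filed as inactive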
# Target sequence (P32249 whole entry, looked up, the tested form may be a part): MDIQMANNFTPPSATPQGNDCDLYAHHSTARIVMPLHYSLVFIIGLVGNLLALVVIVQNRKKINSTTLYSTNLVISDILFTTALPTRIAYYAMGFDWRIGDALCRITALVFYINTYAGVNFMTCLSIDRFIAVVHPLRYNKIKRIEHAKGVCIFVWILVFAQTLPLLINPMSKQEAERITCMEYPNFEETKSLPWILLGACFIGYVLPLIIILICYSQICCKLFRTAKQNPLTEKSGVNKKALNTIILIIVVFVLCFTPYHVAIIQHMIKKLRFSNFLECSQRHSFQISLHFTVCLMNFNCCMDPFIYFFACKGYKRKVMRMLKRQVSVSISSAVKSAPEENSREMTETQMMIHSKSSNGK
# CXCR6 inh – inhibitors of human CXCR6 receptor | O00574 | CHO-K1 PathHunter CXCR6 beta-arrestin, luminescence | inhibition, % at 20 µM | 360,000 compounds, 0.36% hits | AID 602244; in the data active = inhibition above about 34%, passing the limit was not always enough;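 note: antagonist mode with CXCL16 agonist at 10 nM final; 0% = 10 nM CXCL16 with DMSO and 100% = unstimulated wells without agonist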
# Target sequence (O00574 whole entry, looked up): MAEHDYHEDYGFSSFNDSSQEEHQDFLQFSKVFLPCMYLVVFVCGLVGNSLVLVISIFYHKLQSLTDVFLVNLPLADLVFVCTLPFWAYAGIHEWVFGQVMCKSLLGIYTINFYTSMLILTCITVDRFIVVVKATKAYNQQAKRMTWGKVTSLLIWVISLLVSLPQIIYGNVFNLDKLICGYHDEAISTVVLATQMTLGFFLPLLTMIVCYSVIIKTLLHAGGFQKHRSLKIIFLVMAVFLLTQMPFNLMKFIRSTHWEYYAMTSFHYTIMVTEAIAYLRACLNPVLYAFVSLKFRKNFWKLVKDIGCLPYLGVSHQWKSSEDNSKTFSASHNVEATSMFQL
# APOBEC3G inh – blocks human APOBEC3G single-stranded DNA deamination; inhibition, % at 20 µM; AID 493012; 330,000 compounds, 0.28% hits; Q9HC16; recombinant A3G, ssDNA deamination FAM/TAMRA fluorescence;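 active = inhibition of at least 40% at 20 µM, with no more than 30% in the related APOBEC3A deaminase screen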;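 note: plate controls were DMSO wells with A3G for no effect and wells lacking A3G enzyme for full effect; some compounds called inactive have numbers as strong as hits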
# CCR6 antag – antagonists of human CCR6 receptor; P51684; CHO-K1 CCR6 PathHunter beta-arrestin, luminescence, CCL20-stimulated; inhibition, % at 20 µM; 340,000 compounds, 0.49% hits; AID 493098;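 active = compounds whose inhibition of the agonist-driven luminescence signal at 20 µM reaches about 50%, limit read from the data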;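 note: cells stimulated with CCL20 at 14 nM final; plate controls were DMSO with CCL20 for no effect and DMSO without agonist for full effect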
# The depositor's hits bear a star; · = not tested or not shown; & = joins results of further samples.
SMILES,GRIN3A LBD mod,Gli-Sufu block,APOBEC3A inh,MPTP block,EBI2 antag,CXCR6 inh,APOBEC3G inh,CCR6 antag
C=CCSc1nc(C)c2cc(C)cc(C)c2n1,1.9,0.9,0.6,10.8,4.2,-10.0,0.6,-12.4
COc1ccc2[nH]c(=O)c(CN(C(=O)c3ccccn3)c3ccccc3)cc2c1,-8.2,-1.0,-0.7,0.2,-2.7,-9.0,-1.8,-1.9
O=C(Nc1ccc(F)cc1)Nc1ccccc1F,3.2,16.0,-2.7,26.7,-2.5,-1.8,-4.5,15.2
CCCc1nc2ccc(NC(=O)NCCC(=O)OCC)cc2c(=O)n1Cc1cccc(Cl)c1,0.8,1.9,-8.9,-1.5,14.1,15.6,-2.6,11.2
Cc1cccc(CN2CCSc3sccc3C2=O)c1,-0.7,-6.6,1.4,-3.4,0.1,6.9,-3.4,9.8
O=C(/C=C/c1cccs1)c1ccc(NC(=O)c2cccc(Br)c2)cc1,27.1*,-6.3,2.0,54.0*,58.4*,10.9,-2.5,14.2
Cc1ccccc1C(=O)OCc1nnc(-c2ccc(Cl)cc2)o1,1.6,-10.5,-0.9,-0.2,-8.3,-9.8,-12.9,16.7
O=C(Cc1ccccc1)N/N=C/c1ccccn1,2.9,-1.8,-5.7,-0.7,-1.3,-0.9,-10.2,-11.0
Cc1c(C(N)=O)c(-c2ccccc2)nn1-c1ccccc1,-1.0,-16.2,-1.8,-0.5,1.8,-11.2,-6.1,-7.3
CCOc1ccc(NC(=S)NC(C)CCc2ccccc2)cc1 (centres undefined),-2.4,-1.0,-3.6,-1.1,-13.9,-10.9,-7.5,10.1
O=C(CCSc1nnnn1-c1ccccc1)N1CCOCC1,-1.5,-4.2,-1.2,1.3,-6.4,-2.4,1.3,2.5
Cc1cc(NS(=O)(=O)c2cc(Cl)sc2Cl)no1,3.7,1.7,-1.6,-0.9,0.3,-5.8,-3.9,7.6
CCOC(=O)c1ccc(NC(=S)NNC(=O)COC)cc1,-0.3,-0.1,-2.7,1.8,-5.5,-1.7,-3.1,14.6
Cc1cccc(N2CCN(C(=O)CNC(=O)C3CCCCC3)CC2)c1C,0.5,6.6,-5.3,-0.2,-7.1,6.6,-3.9,14.4
Cc1[nH]c2ccccc2c1C(=O)CSc1cccc[n+]1[O-],-0.9,3.9,0.4,-0.6,9.2,-6.2,-5.0,11.7
COc1ccc(C2=Nn3c(nnc3-c3ccncc3)SC2)cc1OC,-1.0,-6.3,-0.2,-0.9,-14.4,-8.2,-1.2,-10.7
O=C1CCCc2[nH]c(-c3ccccc3)nc21,-1.4,-9.5,-1.8,-2.0,-5.7,-5.0,-6.6,13.3
COc1ccccc1OCCCOc1ccc(C)cc1Br,-2.4,-61.5,-6.6,-0.4,6.7,-3.9,-7.5,22.1
N#C/C(=C\c1ccc(F)cc1)c1nc(-c2ccco2)cs1,23.6*,-49.7,1.9,3.4,33.4,5.8,-1.7,17.5
COc1cc(CC(=O)OCC(=O)Nc2ccccc2C#N)cc(OC)c1OC,-1.0,-5.2,1.8,0.5,-12.5,-6.3,-2.9,6.2
COc1ccc(C(=O)NCCNc2ccc([N+](=O)[O-])cc2)cc1OC,-15.3,22.4,-6.2,-1.7,3.1,0.2,-11.1,4.7
CC(C)[C@H](NC(N)=O)C(=O)Nc1cccc([N+](=O)[O-])c1,-1.9,2.8,-1.9,-1.0,-9.0,7.9,5.7,-10.5
CCCS(=O)(=O)c1nc(S(=O)(=O)c2ccc(C)cc2)c(N2CCc3ccccc3C2)s1,0.1,8.8,1.2,0.7,5.1,-8.9,-1.3,19.0
COc1ccc(CCNCCC(=O)Nc2c(C)cc(C)cc2C)cc1OC,-5.3,4.9,2.2,23.1,-15.7,-7.8,-0.1,11.1

# Arranged by SMILES length (low to high): part of the list above.
SMILES,GRIN3A LBD mod,Gli-Sufu block,APOBEC3A inh,MPTP block,EBI2 antag,CXCR6 inh,APOBEC3G inh,CCR6 antag
O=C1CCCc2[nH]c(-c3ccccc3)nc21,-1.4,-9.5,-1.8,-2.0,-5.7,-5.0,-6.6,13.3
O=C(CCSc1nnnn1-c1ccccc1)N1CCOCC1,-1.5,-4.2,-1.2,1.3,-6.4,-2.4,1.3,2.5
Cc1cc(NS(=O)(=O)c2cc(Cl)sc2Cl)no1,3.7,1.7,-1.6,-0.9,0.3,-5.8,-3.9,7.6
CCOC(=O)c1ccc(NC(=S)NNC(=O)COC)cc1,-0.3,-0.1,-2.7,1.8,-5.5,-1.7,-3.1,14.6
N#C/C(=C\c1ccc(F)cc1)c1nc(-c2ccco2)cs1,23.6*,-49.7,1.9,3.4,33.4,5.8,-1.7,17.5
COc1ccc(C2=Nn3c(nnc3-c3ccncc3)SC2)cc1OC,-1.0,-6.3,-0.2,-0.9,-14.4,-8.2,-1.2,-10.7
Cc1cccc(N2CCN(C(=O)CNC(=O)C3CCCCC3)CC2)c1C,0.5,6.6,-5.3,-0.2,-7.1,6.6,-3.9,14.4
COc1cc(CC(=O)OCC(=O)Nc2ccccc2C#N)cc(OC)c1OC,-1.0,-5.2,1.8,0.5,-12.5,-6.3,-2.9,6.2
COc1ccc(C(=O)NCCNc2ccc([N+](=O)[O-])cc2)cc1OC,-15.3,22.4,-6.2,-1.7,3.1,0.2,-11.1,4.7
CC(C)[C@H](NC(N)=O)C(=O)Nc1cccc([N+](=O)[O-])c1,-1.9,2.8,-1.9,-1.0,-9.0,7.9,5.7,-10.5
CCCS(=O)(=O)c1nc(S(=O)(=O)c2ccc(C)cc2)c(N2CCc3ccccc3C2)s1,0.1,8.8,1.2,0.7,5.1,-8.9,-1.3,19.0

# Later entries:
SMILES,GRIN3A LBD mod,Gli-Sufu block,APOBEC3A inh,MPTP block,EBI2 antag,CXCR6 inh,APOBEC3G inh,CCR6 antag
Cc1nc(C(=O)NNC(=O)c2ccc(Cl)cc2)c(C(F)(F)F)o1,-2.1,0.4,-1.5,1.9,2.8,-2.3,-6.6,4.3
O=C(CSc1nnc(-c2ccccn2)o1)Nc1ccccc1,-1.9,-11.4,-1.8,-1.5,-9.7,-4.0,-3.0,4.4
COCCn1nnnc1C(c1cc2cc(C)ccc2[nH]c1=O)N1CCCCCC1 (centres undefined),0.4,4.8,-0.5,-0.3,-4.6,-3.1,12.0,-5.5
CN(C)c1cccc2cccc(N(C)C)c12,2.9,2.2,-4.1,2.3,2.9,-10.5,-11.1,1.8
O=c1c2ccccc2nc(SCc2ccccc2F)n1C1CCCC1,-1.6,-11.0,3.2,0.6,-12.0,-9.3,-2.9,28.3
CCOC(=O)C(=CNc1ccc(C(F)(F)F)cc1)C(=O)OCC,-0.1,3.4,-5.1,0.6,2.8,-16.6,-3.5,14.2
COCCCNC(=O)c1c(N)n(-c2cccc(S(N)(=O)=O)c2)c2nc3ccccc3nc12,-4.9,32.7,-8.7,-1.6,-0.1,-12.5,-4.5,-8.1
C(#Cc1ccccc1)C[N+]1(CC#Cc2ccccc2)CCCC1,1.2,76.5*,-1.6,1.5,3.8,-3.8,-1.3,6.3
Cc1cccc(-c2nc(CSCC(=O)N3CCN(Cc4ccc5c(c4)OCO5)CC3)c(C)o2)c1,-0.2,3.9,-1.3,0.8,-2.7,-5.3,-1.0,3.8
O=C(c1ccc(N2CCN(CCO)CC2)nc1)N1CCOCC1,-0.8,7.2,-1.9,-0.3,0.9,0.0,2.9,-5.9
CCOC(=O)Cn1cnc2scc(-c3ccc(C)cc3)c2c1=O,0.0,9.1,-0.8,-0.5,0.1,-10.3,-3.4,6.1
COc1ccc(S(=O)(=O)N2CCN(S(=O)(=O)c3ccc(C(F)(F)F)cc3)CC2)cc1C,-1.5,-7.0,-5.1,-0.1,-7.7,2.2,-5.7,3.1
CC(=O)c1sc(N)nc1C,2.7,3.9,-0.2,0.0&-0.7,2.9&-2.7,3.2&-4.4,-9.1,-6.1
O=C(Cc1ccc(Br)cc1)Nc1ccc(S(=O)(=O)NCC2CCCO2)cc1 (centres undefined),-7.4,7.4,-0.4,-1.7,-4.3,-13.3,-4.2,-6.2
Cc1sc(N)nc1-c1ccc2c(c1)OCCO2,-3.8,-16.9,-4.9,0.3,-4.2,-10.4,-9.2,-8.5
CCCCn1c(N)c(N(CC(C)C)C(=O)c2cccc(S(=O)(=O)N(C)c3ccccc3)c2)c(=O)[nH]c1=O,-2.6,7.1,0.5,-3.0,-1.9,3.5,-8.7,4.0
Cc1ccc(S(=O)(=O)C2(C(=O)O)CCCC2)cc1C,0.7,5.8,2.2,1.1,-15.4,3.1,0.7,4.0
CCOC(=O)CNS(=O)(=O)c1ccc(C)cc1,-1.3,3.8,-0.9,-1.0,-10.5,-12.0,2.1,-14.9
Nn1c(SCC(=O)NCc2ccc3c(c2)OCO3)nnc1C1CC1,-1.7,0.5,-2.4,0.6,-0.7,6.8,-7.4,3.9
COc1ccc(NC(=O)Nc2cccnc2)cc1,-3.4,-0.4,1.1,2.9,-2.0,-0.4,-4.7,-3.8
COc1cccc(CN2CCCC(C(=O)N3CCCCC3)C2)c1OC (centres undefined),3.8,6.9,-3.1,5.5,5.2,2.9,-9.8,-5.0
CCc1ccccc1NC(=O)N[C@@H](C)C(=O)OC,-3.3,-17.0,-4.2,-1.7,-9.2,-4.0,-5.5,11.1
Cc1ccc(C2C(C#N)=C(N)SC(N)=C2C#N)cc1,-1.1,19.0,·,54.5*,-2.3,3.0,·,12.6
Cc1ccc(-n2c(=O)c3sccc3n(CC(=O)NCc3ccco3)c2=O)cc1,-0.1,4.1,-1.9,-0.5,-0.8,-1.0,-5.5,8.5
Cc1ccccc1CCNC(=O)C1CCC(=O)N(CCc2cccc(F)c2)C1 (centres undefined),-1.6,5.7,0.5,-0.2,-14.6,3.4,-1.9,7.7
CCN1CCc2nc(SCC(=O)Nc3ccc(OC)cc3)c(C#N)cc2C1,-1.4,3.9,-1.1,0.9,0.0,-2.4,-1.7,-9.3
CCc1cccc(OCCn2ccnc2)c1,-3.7,3.3,0.0,0.4,-17.2,1.0,3.4,-2.0
CCOCCCn1c(SCC(=O)Nc2cccc(OC)c2)nc2ccccc2c1=O,2.1,-5.7,-7.1,-0.7,5.2,-3.9,-7.9,18.2
O=C(NC(=S)Nc1cc(Cl)ccc1O)c1cccc(Br)c1,17.8*,6.8,-2.1,-0.1,18.0,37.5,1.5,59.1*
Cc1cccc(Cc2c(C)[nH]c(=O)c(C#N)c2C)c1,-0.4,-2.7,1.1,0.0,-0.1,-7.0,-6.3,-11.4
COc1ccccc1C(=O)NCC(=O)OC(C)C(=O)NC(=O)NC1CCCCC1 (centres undefined),1.5,9.6,-14.1,-0.2,-19.4,4.3,-4.7,-15.1
COc1ccc(OC)c(C(C)NC(=O)Nc2ccccc2)c1 (centres undefined),0.3,-3.9,-3.6,2.7,-11.6,0.7,-3.4,-3.4
O=S(=O)(c1cccc(-c2n[nH]c(=S)n2Cc2ccccc2)c1)N1CCOCC1,0.5,1.6,-4.9,-0.4,3.2,8.3,46.2*,10.9
COc1ccccc1CNC(=O)N/C=C/c1ccc(Cl)cc1,-2.7,-0.1,-0.6,0.0,21.9,-3.8,-1.4,14.2
CC1CN(CN2C(=O)c3ccccc3C2=O)CC(C)O1 (centres undefined),-2.8,-5.7,-2.1,-1.0,-16.4,-1.7,-6.8,-12.1
O=c1c2ccccc2sc2nc(CCl)nn12,-0.3,2.3,·,-1.2,-1.2,4.0,·,5.6
COc1ccc(NC(=O)C(C)N(C)Cc2ccc3ccccc3c2)cc1 (centres undefined),-2.3,3.4,2.7,1.5,0.9,5.2,-2.7,6.8
COc1c(Br)cc([N+](=O)[O-])c(OC)c1C(=O)NC(=O)Nc1cc(Cl)cc(Cl)c1,13.1*,2.0,0.2,83.4*,-8.6,4.2,1.5,4.5
COc1ccc(CCNC2CC(=O)N(C)C2=O)cc1OC (centres undefined),-1.1,2.9,2.5,-0.2,5.1,-0.1,-8.8,-8.1
